# FEN1 inhibitor: blocks human flap endonuclease 1; P39748; Recombinant FEN1 flap cleavage, fluorescence, 15 min; Potency, µM (titrated, usually from 114 µM), without a hit: top-dose activity change, negative = inhibition, hits mostly inhibitors; 0.35% of 390,000 active; also: nearly all actives have a fitted effect of over 65% in size
# Target sequence (P39748 whole entry, looked up): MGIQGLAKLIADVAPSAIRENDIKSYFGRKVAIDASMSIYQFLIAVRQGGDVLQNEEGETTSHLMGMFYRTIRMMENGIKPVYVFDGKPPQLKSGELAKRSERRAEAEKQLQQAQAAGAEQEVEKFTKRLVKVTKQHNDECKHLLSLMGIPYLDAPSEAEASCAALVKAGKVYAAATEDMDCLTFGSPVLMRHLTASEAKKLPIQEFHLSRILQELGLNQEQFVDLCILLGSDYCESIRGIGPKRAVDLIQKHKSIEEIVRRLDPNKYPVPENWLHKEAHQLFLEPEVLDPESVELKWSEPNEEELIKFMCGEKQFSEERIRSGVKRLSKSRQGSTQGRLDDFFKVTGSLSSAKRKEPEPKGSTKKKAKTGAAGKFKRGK
#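 FEN1 at 10 nM, compound pretreatment for 15 min (room temperature), 50 nM final substrate to initiate; endpoint reads at 0 and 15 min; DMSO-only plates used as vehicle background.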
# GCN5L2 inh: GCN5L2 (KAT2A) acetyltransferase inhibition; Q92830; GCN5L2 HAT assay, ThioGlo1 CoA-SH fluorescence; Potency, µM (top dose mostly 58.9 µM), without a hit: at the top dose activity change, negative = inhibition, hits mostly inhibitors; 0.21% of 390,000 active; AID 504327
#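 Free CoA generated was detected with ThioGlo1 (50uM) fluorescence at Ex340nm/Em540nm, read immediately and after 20 min at room temperature. Enzyme, 20 nM in HEPES pH 7.5 buffer, saw compounds 15 min before adding 75uM H3(1-25) peptide and 70uM acetyl-CoA.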
# N370S GC mod: inhibitors or activators of N370S glucocerebrosidase for Gaucher disease; P04062; N370S GC spleen homogenate, 4MU-glucoside fluorescence; Potency, µM (highest dose often 59.4 µM), for the others: top-dose activity change, negative = inhibition, hits mostly inhibitors; 0.092% of 330,000 active; AID 2101;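 also: 0% = full enzyme activity and -100% = no enzyme basal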
# An asterisk follows results filed as active; ? = inconclusive; . = no result given; & = joins results of further samples; [ ] = remark or other dose. Calls follow the shape of the dose curve; as a rule, active = well fitted curve in the direction sought with a large enough effect; inconclusive = small, poorly fitted or top-dose-only effect, or another doubt; inactive = no such curve, though single readings can be large; an effect the other way counts as inactive or inconclusive. Unless noted, % is scaled to controls: 0 for no effect and ±100 for the full control effect; potency is read from the fitted curve at half-maximal effect. No enrichment for hits; any-hit rate near 0.54%.
# Below each compound: FEN1 inhibitor	GCN5L2 inh	N370S GC mod
C/C(=N\Nc1ccc(Cl)c(Cl)c1)c1ccc(-n2ccnc2)cc1
    -1%	0%	-13%
CCOC(=O)N1CCN(c2c(N3CCOCC3)c(=O)c2=O)CC1
    -6%	-6%	-2%
O=C(Nc1c2c(nn1-c1ccccc1)CS(=O)C2)c1ccc(Br)o1 (centres undefined)
    -8%	-4%	0%
CCC(C)[C@H]1CNCCN1CCCc1cc(OC)c(OC)c(OC)c1 (some centres undefined)
    15%	-10%	-3%
O=C(O)c1sccc1OCc1ccccc1
    9%	2%	10%
Cc1cc(Cl)ccc1N1C(=O)CC(NNC(=O)c2cccnc2)C1=O (centres undefined)
    -3%	-5%	0%
O=C(Cn1cnc2ccccc21)N/N=C/c1ccco1
    -16%	0%	9%
CC1=CC2=NC(=O)CC(C)(C(=O)N(CC(=O)NC3CCCC3)Cc3ccc(Cl)cc3)N2C=C1 (centres undefined)
    2%	1%	2%
COc1cccc(CNC(=O)CCCn2nc(C)n3c(cc4sccc43)c2=O)c1
    -12%&-2%	-4%&-5%	0%
CC(C)(C)Sc1ccccc1S(=O)(=O)C(C)(C)C
    10%	0%	1%
Cc1cc(C)n2nc(SCC(=O)N(C)C3CCCCC3)nc2n1
    -3%	-5%	-8%
CCOC(=O)c1ccccc1N=N/C(C(C)=O)=C(/C)O
    13%	0%	-3%
O=C(Oc1ccc2c(-c3ccccc3)cc(=O)oc2c1)C1CCCCC1
    -15%	?	-7%
CCOC(=O)Cc1c(C)nc(SC)[nH]c1=O
    0%	8%	17%
CCOc1ccccc1/C=N/n1c(C)nc2ccccc2c1=O
    -3%	-17%	-2%
COc1ccc2cc(C=O)n(C)c2c1
    -9%	-5%	.
CC1=Nc2cc(C(=O)NC3CCC(C)CC3)ccc2Sc2c(C)ccc(C)c21 (centres undefined)
    4%	-3%	.
CCC1CCc2c(sc(NC(=O)C3c4ccccc4Oc4ccccc43)c2C#N)C1 (centres undefined)
    6%	-9%	.
CCOC(=O)N1CCN(C(=O)CSCc2ccc(C)cc2)CC1
    4%	-5%	15%
CCc1nnc(NC(=O)COC(=O)CN2C(=O)c3ccccc3C2=O)s1
    44%[activator]	-3%	8%

# In the list so far, 3 contain a Cl atom.
# Below each compound: FEN1 inhibitor	GCN5L2 inh	N370S GC mod
C/C(=N\Nc1ccc(Cl)c(Cl)c1)c1ccc(-n2ccnc2)cc1
    -1%	0%	-13%
Cc1cc(Cl)ccc1N1C(=O)CC(NNC(=O)c2cccnc2)C1=O (centres undefined)
    -3%	-5%	0%
CC1=CC2=NC(=O)CC(C)(C(=O)N(CC(=O)NC3CCCC3)Cc3ccc(Cl)cc3)N2C=C1 (centres undefined)
    2%	1%	2%

# Later entries.
# Below each compound: FEN1 inhibitor	GCN5L2 inh	N370S GC mod
CC(C)N(C(=O)CSc1nc(COc2ccccc2)nc2ccccc12)C(C)C
    -3%	-18%	-10%
N#C/C(C(=O)N1CCCCC1)=C1\Nc2ccccc2S1
    -11%	-12%	28%
Oc1ccc(Br)cc1C1Nc2ccccc2S1 (centres undefined)
    4%	-8%	3%
COC(=O)Nc1ccc(OCC(=O)N2CCOCC2)cc1
    0%	-5%	-8%
CCN(CC)S(=O)(=O)c1ccc(NC2c3ccccc3C(=O)N2CCN2CCOCC2)cc1 (centres undefined)
    1%	2%	-5%
O=C(CCC(=O)Nc1nnc(C2CCCCC2)s1)Nc1ccc(F)cc1
    17%	14%	11%
C=CCn1c(CCC(=O)O)ccc1-c1ccc(OC)cc1
    -12%	3%	5%
Cn1c(=O)[nH]c(=O)c2c1nc(SCC(=O)O)n2CCc1ccccc1
    -12%	-23%	4%
Cc1cccc(OCC(=O)N2CCN(S(C)(=O)=O)CC2)c1
    9%	-9%	6%
COc1ccc(C(=O)N/N=C/c2ccc(OC)c(COc3ccccc3)c2)cc1
    -3%	-1%	0%
CCNCCOC(c1ccccc1)c1ccccc1
    5%	7%	-4%
CC(=O)NCCn1c(SCc2cccc([N+](=O)[O-])c2)nc2ccccc2c1=O
    0%	-4%	8%
CCCn1nnnc1SCC(=O)NNC(=O)c1ccco1
    -4%	-2%	-5%
CCCN(C(=O)c1cc2c(s1)-c1ccccc1OC2)c1ccccc1F
    -19%	-8%	.
Cc1c(C(=O)N2CCC(C(=O)Nc3ccc(F)c(Cl)c3)CC2)sc2nc[nH]c(=O)c12
    17%	0%	.
Cc1ccc(C)c(N(C)C(=O)c2cn(C)c(=O)c3ccccc23)c1
    -10%	-1%	.
O=C(NCCc1ccccc1)C1CCC(=O)N(CCCN2CCCC2=O)C1 (centres undefined)
    2%	1%	5%
COc1ccccc1CN(Cc1cc2cc(C)cc(C)c2[nH]c1=O)Cc1nnnn1CC1CCCO1 (centres undefined)
    -7%	-20%	-2%
Cc1ccc(NS(=O)(=O)c2ccc(OCC(=O)N3CCOCC3)cc2)cc1
    -8%	2%	23%
Fc1ccc(-c2nn(-c3ccc(Cl)cc3)c3c2cnc2ccc(F)cc23)cc1
    1%	-1%	.

# An excerpt from above, showing only GCN5L2 inh and FEN1 inhibitor.
SMILES | GCN5L2 inh | FEN1 inhibitor
COc1ccc(C(=O)N/N=C/c2ccc(OC)c(COc3ccccc3)c2)cc1 | -1% | -3%
CCCN(C(=O)c1cc2c(s1)-c1ccccc1OC2)c1ccccc1F | -8% | -19%
CCN(CC)S(=O)(=O)c1ccc(NC2c3ccccc3C(=O)N2CCN2CCOCC2)cc1 (centres undefined) | 2% | 1%
Oc1ccc(Br)cc1C1Nc2ccccc2S1 (centres undefined) | -8% | 4%

# Going on with the list:
# Below each compound: FEN1 inhibitor	GCN5L2 inh	N370S GC mod
COC(=O)c1ccc(NC(=S)Nc2ccc(O)cc2)cc1
    18%	-10%	-16%
CC1(C)CC(=O)C2=C(C1)N(N1CCOCC1)C(N)=C(C#N)C2c1cccnc1 (centres undefined)
    -3%	-5%	-13%
COCCNC(=O)c1c[nH]c2ccc(S(=O)(=O)N3CCC4(CC3)OCCO4)cc2c1=O
    7%	-4%	2%
Cc1ccc(NC(=O)C(C)Sc2nnc3ccccn23)cc1 (centres undefined)
    1%	0%	.
CCn1nc(NC(=O)c2ccncc2)c2cc3ccc(C)cc3nc21
    -1%	-3%	4%
CCCn1c(Oc2ccccc2)nc2c1c(=O)n(C)c(=O)n2C
    16%	-6%	-2%
CCOCCOC(=O)C(C)Sc1n[nH]c(=O)[nH]c1=O (centres undefined)
    -1%	3%	-13%
CCN(Cc1ccccc1)C(=O)c1ccc(N(C)S(=O)(=O)c2ccc(C)cc2)cc1
    9%	-10%	1%
O=C(C1CCC1)N1CCCc2cc(S(=O)(=O)N3CCN(c4ccccc4)CC3)ccc21
    -8%&-12%	-6%&-10%	-11%
CCOC(=O)c1ccc(NC(=O)CS(=O)(=O)Cc2nc(-c3ccc(C)cc3)oc2C)cc1
    -10%	-7%	.
CN(C(=O)CSC1=NCCS1)c1ccccc1
    -3%	-9%	2%
CCOC(=O)c1c(C)c(C(=O)NCc2ccc(OC)cc2)c(C)n1C
    -13%	-2%	-2%
COc1ccc(S(=O)(=O)N(CC(=O)NCCCN(C)C)c2ccc(C)cc2)cc1OC
    -4%	-1%	-18%
C=CCn1c(SCC(=O)Nc2ccc3c(c2)CCC3)nc2ccccc2c1=O
    -12%	-4%	?
O=C(Nc1ccccc1Sc1ccccc1)c1ccccc1
    -21%	-2%	6%
O=c1cnc2cncnc2n1Cc1ccccc1Cl
    .	-4%	-26%
CC(C)C(NC(=O)c1ccccc1F)C(=O)OCC(=O)c1ccc(F)cc1 (centres undefined)
    -6%	-17%	16%
COc1ccc2oc(=O)c(C(=O)NC(C)c3ccccc3)cc2c1 (centres undefined)
    -16%	7%	?
CCC1C/C(=C/c2cccs2)C(=O)/C(=C/c2cccs2)C1 (centres undefined)
    0%	-6%	-9%
c1ccc2oc(NC3=NCN(CC4CCCO4)CN3)nc2c1 (centres undefined)
    -5%	-3%	10%
COc1ccccc1CNC(=O)[C@H](C)N1C(=O)N2CCc3c([nH]c4ccccc34)[C@@]2(C)C1=O
    -2%	-18%	-2%
C=C[C@@H]1c2ccccc2N(S(=O)(=O)c2ccc(C)cc2)[C@H](c2ccc(C(F)(F)F)cc2)C1(C#N)C#N
    ?	-30%	.
O=c1[nH]c(SCc2ccccc2[N+](=O)[O-])nc2nc[nH]c12
    -6%	-7%	-5%
O=C(COC(=O)Cc1c[nH]c2ccccc12)Nc1ccccc1C(F)(F)F
    -4%	-2%	.
CCc1nnc(SCC(=O)Nc2ccc(F)cc2)o1
    5%	-12%	2%
O=C(COC(=O)/C=C/c1ccccc1)NC(=O)NC1CCCCC1
    2%	-9%	.
CCOc1ccc(NC(=O)COc2coc(CN3CCc4ccccc4C3)cc2=O)cc1
    -4%	-2%	-7%
CC(C)C(=O)Nc1ccc(NC(=O)CCc2ccccc2)cn1
    1%	-2%	-3%
CCOc1cc(N2CCOCC2)c(OCC)cc1NC(=O)CSc1nc(N)cc(=O)[nH]1
    -6%	-7%	.
CC1CCCCC1NC(=O)COC(=O)c1ccc(N(C)C)cc1 (centres undefined)
    4%	-6%	4%
Cc1cc(=O)oc2c(C)c(OCC(=O)NC3CCN(Cc4ccccc4)CC3)ccc12
    -1%	-6%	-1%
CCCn1c(C)cc(C(=O)COc2ccc(S(=O)(=O)N(CC)CC)cc2[N+](=O)[O-])c1C
    -3%	-9%	13%
Cc1ccc(-c2csc(N3CCN(c4cc5c(cc4Cl)nc(C)n5CCN4CCCCC4)CC3)n2)cc1
    -4%	-2%	-21%
COc1cc(CNC2CCCCCCC2)cc(Cl)c1OCC(N)=O
    7%	-8%	-3%
CCOC(=O)C1=C(CN(CC)Cc2ccccc2)NC(=O)NC1c1ccc(OC(C)C)cc1 (centres undefined)
    -1%	-17%	.
Cc1cc(C(=O)N(C)Cc2ccc(Br)cc2)no1
    -2%	0%	-1%
CCCN1C(=O)/C(=C\C=C2/C=CN(CC)c3ccccc32)SC1=S
    -3%	0%	12%
O=c1cnnc(SCCc2ccccc2)[nH]1
    -15%	-9%	-1%
CCN(C(=O)Cn1ncc2c(=O)oc3ccccc3c21)c1ccccc1F
    5%	-3%	.
CC(C)CCC(C(=O)O)C(C)CC(=O)Nc1ccn(-c2ccccc2)n1 (centres undefined)
    3%	1%	4%
CC(Sc1nc(N)cc(=O)[nH]1)C(=O)NNC(=O)c1cccc(Cl)c1 (centres undefined)
    4%	-3%	.
COc1ccc(N(CC(=O)NCc2ccccc2)S(C)(=O)=O)cc1
    5%	-7%	19%
COc1ccc2cc3c(N)nn(C(=O)c4cccc([N+](=O)[O-])c4)c3nc2c1
    ?	0%	1%
CCn1c(CN2CCCCC2)nc2cc(NC(=O)COc3ccccc3C(C)(C)C)ccc21
    20%	-3%	.
O=C(CSc1n[nH]c(-c2cccs2)n1)N1CCN(S(=O)(=O)c2ccc3ccccc3c2)CC1
    5%	-9%	3%
O=C(NCCc1ccccc1)c1ccc(NCC2CCCO2)c([N+](=O)[O-])c1 (centres undefined)
    5%	-9%	17%
Cc1c(CNC(=O)c2cnn3c2NC(c2ccc(Br)cc2)CC3C(F)(F)F)cnn1C (centres undefined)
    6%	0%	0%
Cc1ccnc(NC(=O)C2CCCN(c3ncnc4c3nc3n4CCCCC3)C2)c1 (centres undefined)
    14%	3%	1%
CCOc1ccc(CNCc2ccc(C(=O)O)cc2)cc1OC
    6%	-20%	-2%
CC(=O)Oc1c(C)cccc1C(=O)O
    .	-1%	4%
CCN(Cc1cnn(C)c1)C(=O)c1cc(COc2ccc(F)cc2F)on1
    11%	-16%	7%
O=C(c1cc2ccccc2oc1=O)N(Cc1cccc(Cl)c1)C1CCS(=O)(=O)C1 (centres undefined)
    -2%	0%	.
Cc1cc(C)n(CC2CC(=O)N(c3cc(Cl)cc(Cl)c3)C2=O)n1 (centres undefined)
    5%	2%	-10%
COc1cccc(CNC(=O)C(C)n2nc(C)n3c(cc4occc43)c2=O)c1 (centres undefined)
    -1%	3%	-7%
CCOc1ccc(NC(=O)CC2C(=O)N(CC)C(=S)N2NC(=O)c2ccncc2)cc1 (centres undefined)
    -1%	-5%	-5%
N#C/C(=C(/O)CSc1ccccc1C(=O)O)c1nc2ccccc2s1
    -4%	-4%	-10%
O=C(Cn1c(=O)c2c(ncn2C2CCCC2)n(Cc2ccccc2)c1=O)N1CCc2ccccc21
    -13%	-7%	-13%
COc1cc(OC)cc(-c2nnc(NC(=O)CCS(=O)(=O)c3ccccc3)o2)c1
    -4%	-7%	-6%
Cc1ccc(C2=CC(=O)C[C@H](c3ccc(Cl)cc3)C2)cc1
    -21%	-5%	.
COC(=O)c1ccc(OCCn2cnc3ccccc3c2=O)cc1
    5%	-17%	8%
COc1ccc(C(CC(=O)N2CCOCC2)c2c(OC)cc(OC)c3c(-c4ccccc4)cc(=O)oc23)cc1 (centres undefined)
    -17%&-4%	?	17%&0%
Cc1cccc(NC(=S)NCc2ccccc2)c1C
    -1%	3%	-10%

# Screens: PubChem, National Center for Advancing Translational Sciences (NCATS)
